# GSTO1 counter: blocks human GSTO1 in RBBP9 counter-screen. 1.1% of 300,000 active. P78417. inhibition, % at 5.96 µM. recombinant GSTO1, activity-based probe fluorescence polarization;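 active = inhibition above the campaign mean inhibition plus 3 SD, cut at about 35% in these data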;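 note: 0% = GSTO1-1 with DMSO and 100% = wells lacking GSTO1-1 enzyme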
# pPAFAH inh: inhibitors of human plasma PAF acetylhydrolase (pPAFAH) | recombinant pPAFAH, FP-rhodamine probe fluorescence polarization | inhibition, % at 3.39 µM | 1.5% of 330,000 active | AID 463082;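 active = inhibition above the mean inhibition across the screen plus 3 SD, cut at about 25% in these data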;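 note: inhibitors block binding of the rhodamine activity-based probe so polarization drops; 0% = enzyme with DMSO and 100% = wells lacking pPAFAH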
# PAD4 inh: PAD4 (human) enzyme inhibition; Q9UM07; recombinant PAD4, RCA probe fluorescence polarization; inhibition, % at 6.36 µM; 0.41% of 330,000 active; AID 485272;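 active = percent inhibition above a cutoff equal to the mean of all tested compounds plus 3 SD, cut at about 15% in these data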;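 note: 0% = PAD4 with RCA probe and DMSO and 100% = probe without PAD4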
# PAFAH1B3 FP inh: inhibitors of human PAFAH1B3 | recombinant PAFAH1B3, FP-rhodamine probe, fluorescence polarization | inhibition, % at 3.39 µM | 0.28% of 340,000 active | Q15102;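 active = inhibition above the screen-wide average of all tested compounds plus 3 SD, cut at about 25% in these data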;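 note: 0% = enzyme with DMSO only and 100% = wells lacking PAFAH1B3 protein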
# PAFAH1B2 FP inh: PAFAH1B2 (human) inhibition. P68402. recombinant PAFAH1B2, FP-rhodamine activity probe, fluorescence polarization. inhibition, % at 3.39 µM. 1.2% of 340,000 active;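 active = inhibition above the mean of all tested compounds plus 3 SD, cut at about 24% in these data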;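 note: 0% = enzyme with DMSO and 100% = wells lacking PAFAH1B2; many of its hits are not listed in these tables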
# LYPLA2 counter: blocks human lysophospholipase 2, a PME1 counter-screen; O95372; recombinant LYPLA2, FP-Rh probe fluorescence polarization; inhibition, % at 5.9 µM; 0.38% of 320,000 active; AID 2177;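 active = inhibition above the screen-wide mean plus 3 SD, limit set per campaign, cut at about 26% in these data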;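 note: 0% = LYPLA2 with DMSO and 100% = wells lacking LYPLA2 enzyme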
# PREPL inhibitor: inhibitors of human prolyl oligopeptidase-like enzyme PREPL; Q4J6C6; 0.68% of 320,000 active; inhibition, % at 5.96 µM; recombinant PREPL, fluorescence polarization activity-based probe; in the data active = inhibition above about 43%;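 note: 0% = enzyme with DMSO and 100% = wells lacking enzyme; many of its hits are not listed in these tables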
# Target sequence (Q4J6C6 whole entry, looked up): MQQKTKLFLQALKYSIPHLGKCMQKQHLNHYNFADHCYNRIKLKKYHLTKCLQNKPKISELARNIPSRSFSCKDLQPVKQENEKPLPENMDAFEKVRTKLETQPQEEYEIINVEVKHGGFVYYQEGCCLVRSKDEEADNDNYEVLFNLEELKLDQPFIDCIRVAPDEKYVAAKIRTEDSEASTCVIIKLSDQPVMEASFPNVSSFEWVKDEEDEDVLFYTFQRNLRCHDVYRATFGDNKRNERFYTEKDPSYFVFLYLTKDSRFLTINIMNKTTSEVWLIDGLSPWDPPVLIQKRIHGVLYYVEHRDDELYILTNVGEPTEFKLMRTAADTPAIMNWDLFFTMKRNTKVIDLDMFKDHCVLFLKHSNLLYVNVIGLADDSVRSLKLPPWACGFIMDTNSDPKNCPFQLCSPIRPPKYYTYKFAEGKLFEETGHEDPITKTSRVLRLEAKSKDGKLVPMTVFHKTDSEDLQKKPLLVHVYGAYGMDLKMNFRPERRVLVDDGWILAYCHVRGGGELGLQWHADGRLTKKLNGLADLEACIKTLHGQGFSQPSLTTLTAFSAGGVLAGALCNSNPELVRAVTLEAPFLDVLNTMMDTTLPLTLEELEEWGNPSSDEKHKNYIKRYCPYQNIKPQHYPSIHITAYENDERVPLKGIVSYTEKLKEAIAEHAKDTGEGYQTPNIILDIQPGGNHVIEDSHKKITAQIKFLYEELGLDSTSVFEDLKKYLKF
# LYPLA1 counter: counter-screen for PME1 inhibitors: inhibitors of human LYPLA1 | O75608 | recombinant LYPLA1, FP-Rh probe fluorescence polarization | inhibition, % at 5.9 µM | 0.16% of 320,000 active;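 active = inhibition above the mean of all tested compounds plus 3 SD, set per campaign, cut at about 14% in these data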;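 note: inhibitors block serine hydrolase probe labeling of LYPLA1 so polarization falls; 0% = enzyme with DMSO and 100% = wells lacking LYPLA1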
# Target sequence (O75608 whole entry, looked up): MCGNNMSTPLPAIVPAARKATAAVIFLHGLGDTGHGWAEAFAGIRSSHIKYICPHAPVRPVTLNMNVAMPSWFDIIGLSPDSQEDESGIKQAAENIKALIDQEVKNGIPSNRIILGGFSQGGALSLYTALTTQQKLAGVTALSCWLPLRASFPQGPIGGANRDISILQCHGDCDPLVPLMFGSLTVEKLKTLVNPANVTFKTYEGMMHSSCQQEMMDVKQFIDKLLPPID
# PAFAH2 inh: inhibitors of human PAFAH2. Q99487. recombinant PAFAH2, FP-rhodamine activity probe, fluorescence polarization. inhibition, % at 3.39 µM. 0.99% of 340,000 active. AID 492956;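 active = inhibition above the mean over all tested compounds plus 3 SD, cut at about 30% in these data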;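 note: inhibitors block probe labeling of enzyme so polarization drops; 0% = enzyme with DMSO and 100% = wells lacking PAFAH2 protein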
# Active calls of the source: *; . = no result given. An excerpt (hit frequency here may not be typical).
(1) C[C@@H](NC(=O)c1nc[nH]c1C(=O)NCc1ccc(CNC(=O)OC(C)(C)C)cc1)c1ccccc1
(2) CCOP(=O)(OCC)c1ccc2ccc3ccccc3c(=O)c2c1
(3) COc1ccccc1N1CCN(C(=O)CSc2ccc3c(C)cc(C)nc3n2)CC1
(4) CCC(C(=O)NCc1ccco1)N(C(=O)CNS(=O)(=O)c1ccccc1)c1ccccc1C (centres undefined)
(5) Cc1ccc(S(=O)(=O)/N=C(/Nc2c(C)cccc2C)c2ccccc2)cc1
(6) CCc1ccc(N/C(SC)=C(/C#N)C(N)=O)cc1
Screen / compound no.	1	2	3	4	5	6
GSTO1 counter	.	.	2	1	.	7
pPAFAH inh	4	4	5	-1	0	14
PAD4 inh	-1	-3	2	-4	-4	1
PAFAH1B3 FP inh	-2	-2	-14	3	6	7
PAFAH1B2 FP inh	-4	8	1	5	4	3
LYPLA2 counter	-10	.	-2	0	.	6
PREPL inhibitor	-2	15	-14	8	-5	4
LYPLA1 counter	-4	.	1	-2	.	3
PAFAH2 inh	-2	7	5	4	-1	-8

(7) Cc1ccc(N(C(C)C(=O)Nc2c(C)n(C)n(-c3ccccc3)c2=O)S(C)(=O)=O)cc1C (centres undefined)
(8) CCOc1ccccc1N(CC(=O)NC1CCCCC1)S(=O)(=O)c1ccccc1
(9) Cc1cc(C)c(NC(=O)CSc2nc3[nH]ncc3c(=O)[nH]2)c(C)c1
(10) O=C(O)CSc1nnc(CNc2ccc(Cl)cc2)n1Cc1ccccc1
(11) O=C(Nc1ccccc1C(=O)O)c1ccc(Br)c(S(=O)(=O)NCc2ccccc2)c1
(12) O=C(OCCNC(=O)c1cc2ccccc2oc1=O)c1cccnc1
Screen / compound no.	7	8	9	10	11	12
GSTO1 counter	-4	1	1	4	-14	5
pPAFAH inh	0	3	-3	3	-7	-1
PAD4 inh	-1	-3	-5	2	-8	-1
PAFAH1B3 FP inh	9	11	3	10	2	0
PAFAH1B2 FP inh	3	10	-1	21	2	-2
LYPLA2 counter	-2	0	7	5	-11	1
PREPL inhibitor	8	-9	6	8	-3	-9
LYPLA1 counter	-2	3	3	-1	-6	-3
PAFAH2 inh	6	5	1	6	1	-6

(13) COc1ccc(C2N=C(N)N=C(N)N2c2ccccc2OC)cc1OC (centres undefined)
(14) COc1ccc(S(=O)(=O)N2CCOCC2)cc1NC(=O)CC1CC2CCC1C2 (centres undefined)
(15) Cc1cccc(N2CC3=C(C2=O)C(c2ccccc2)NC(=O)N3C)c1 (centres undefined)
(16) COc1cccc(NC(=O)c2cc([N+](=O)[O-])ccc2NCc2cccnc2)c1
(17) CC(C)(O)C#Cc1ccc(CN2CCN(Cc3ccccc3)C(CCO)C2)s1 (centres undefined)
(18) Cc1csc(SCC(=O)Nc2cccc(C)c2C)n1
Screen / compound no.	13	14	15	16	17	18
GSTO1 counter	9	.	2	-9	4	.
pPAFAH inh	0	3	3	1	5	-5
PAD4 inh	2	-2	1	2	-2	0
PAFAH1B3 FP inh	-1	-3	-2	9	8	1
PAFAH1B2 FP inh	3	4	-3	4	-2	-1
LYPLA2 counter	2	-2	3	-6	-1	-4
PREPL inhibitor	41	3	-10	-1	7	11
LYPLA1 counter	3	0	3	-9	-1	-3
PAFAH2 inh	-4	70*	-3	3	-1	0

(19) O=C(O)c1ccc(N/N=C/c2cn(-c3ccccc3)nc2-c2cccs2)cc1
(20) COc1ccc(S(=O)(=O)Nc2ccc3c(c2)C(=O)N([C@H](C)CO)C[C@H](C)[C@@H](CN(C)S(=O)(=O)c2ccccc2)O3)cc1
(21) O=C(COc1ccccc1)NCC(=O)N/N=C/c1cc(Br)ccc1OCc1ccccc1
(22) NC(=O)c1ccc(NC(=O)COC(=O)/C=C/c2ccc(Br)o2)cc1
(23) Cc1noc(/C=C/N(C)C)c1S(=O)(=O)N1CCCC(C(=O)N2CCCCC2)C1 (centres undefined)
(24) COc1cc(/C=C2\C(=N)N3N=C(S(C)(=O)=O)SC3=NC2=O)ccc1OCCOc1ccc(C)cc1
Screen / compound no.	19	20	21	22	23	24
GSTO1 counter	10	.	-11	.	7	-21
pPAFAH inh	34*	9	3	5	-4	3
PAD4 inh	0	0	-2	-2	0	-4
PAFAH1B3 FP inh	16	10	-17	4	2	4
PAFAH1B2 FP inh	4	40*	-4	-1	2	-3
LYPLA2 counter	4	.	-38	.	-2	-14
PREPL inhibitor	21	4	3	7	10	8
LYPLA1 counter	0	.	-23	.	-2	-13
PAFAH2 inh	14	-3	-27	7	0	-8

(25) Cc1ccc2c(c1)NC(=O)C(CC(=O)NCCCN1CCCC1)O2 (centres undefined)
(26) O=C(CN1C(=O)c2ccccc2C1=O)N1CCOCC1
(27) COc1ccc(NC(=O)COC(=O)[C@@H](NC(=O)c2c(F)cccc2F)C(C)C)cc1
(28) c1ccc2c(C[C@@H]3CNCCN3CCC34CC5CC(CC(C5)C3)C4)cccc2c1
(29) COc1ccc(Cl)cc1NC(=O)CCN1C(=O)C2C3CCC(C3)C2C1=O (centres undefined)
(30) O=C1[C@H]2CC3C=CC2(O3)[C@@H]2OCCCN12 (some centres undefined)
Screen / compound no.	25	26	27	28	29	30
GSTO1 counter	3	7	7	.	8	1
pPAFAH inh	1	-4	6	5	-3	6
PAD4 inh	-2	-2	3	-4	-2	-3
PAFAH1B3 FP inh	2	-1	2	4	7	4
PAFAH1B2 FP inh	6	4	3	2	5	-7
LYPLA2 counter	0	2	3	.	-9	3
PREPL inhibitor	9	10	-2	-11	6	1
LYPLA1 counter	2	0	-3	.	-2	0
PAFAH2 inh	-7	4	7	0	4	6

(31) CCOC(=O)c1[nH]c2ccc(OC)cc2c1NC(=O)CCN1CCSCC1
(32) N#Cc1cc2c(nc1SCC1COc3ccccc3O1)CCC2 (centres undefined)
(33) COc1ccc(-c2nnc(SCC(=O)NC(=O)NCc3ccccc3)o2)cc1
(34) O=C(c1ccco1)N1CCC(c2nc(-c3ccccc3Cl)no2)CC1
(35) O=C(CCN1C(=O)CSC1=O)Nc1ccccc1
(36) CCCn1c(SCC(=O)Nc2cccnc2Cl)n[nH]c1=O
Screen / compound no.	31	32	33	34	35	36
GSTO1 counter	5	2	9	8	2	.
pPAFAH inh	1	2	3	2	5	2
PAD4 inh	0	2	0	4	-5	-1
PAFAH1B3 FP inh	3	3	-1	6	2	9
PAFAH1B2 FP inh	3	1	2	3	3	6
LYPLA2 counter	2	6	3	11	5	.
PREPL inhibitor	6	-17	-3	-3	3	14
LYPLA1 counter	3	-8	0	2	-1	.
PAFAH2 inh	0	-1	4	3	-3	8

(37) COc1ccc(C(C(=O)NC2CCCC2)N(C(=O)CNC(=O)c2ccco2)c2cccnc2)cc1 (centres undefined)
(38) Cc1cccc(N2CC(C(=O)Nc3nnc(SCC(=O)Nc4cc(C)on4)s3)CC2=O)c1 (centres undefined)
(39) CCOc1ccc(C(=O)NCc2ccncc2)cc1OCC
(40) Cc1ccnc(NS(=O)(=O)c2ccc(NC(=O)c3ccc(S(=O)(=O)N4CCCC4)cc3)cc2)n1
(41) CCOc1ccc2[nH]c3c(NCCc4ccc(OC)c(OC)c4)ncnc3c2c1
(42) O=C(Cc1ccc(S(=O)(=O)N2CCOCC2)s1)Nc1ccccc1N1CCOCC1
Screen / compound no.	37	38	39	40	41	42
GSTO1 counter	2	-6	3	2	-18	7
pPAFAH inh	1	4	4	-2	13	-2
PAD4 inh	-1	-8	-2	1	-3	0
PAFAH1B3 FP inh	9	-2	-2	15	6	6
PAFAH1B2 FP inh	1	-7	0	9	6	6
LYPLA2 counter	-2	-20	-2	2	-26	2
PREPL inhibitor	0	-2	1	-2	19	10
LYPLA1 counter	-4	-11	-4	-1	-16	3
PAFAH2 inh	-1	-4	-2	-9	1	9

(43) Cc1ccc(N2C(=O)C(CC(=O)Nc3cccc(F)c3)N(C3CC3)C2=O)cc1 (centres undefined)
(44) Cc1cc(C)c2c(c1)NC(c1cc3c(cc1Br)OCO3)C1CC=CC21 (centres undefined)
(45) CCCCC(c1nnnn1Cc1ccco1)N1CCN(C(=O)c2ccco2)CC1 (centres undefined)
(46) COc1ccc(-c2nnc(SCC(=O)NC3CCCC3)n2C)cc1
(47) Cc1cc(NS(=O)(=O)c2ccc3c(c2)OCCO3)no1
(48) O=C(COc1ccccc1-c1ccccc1)N/N=C/c1ccncc1
Screen / compound no.	43	44	45	46	47	48
GSTO1 counter	0	-7	-2	-1	10	-3
pPAFAH inh	-3	1	0	1	-1	4
PAD4 inh	-2	-1	-4	-4	0	0
PAFAH1B3 FP inh	3	-1	5	-7	2	3
PAFAH1B2 FP inh	-1	3	7	2	5	8
LYPLA2 counter	-4	-4	-3	2	0	-3
PREPL inhibitor	-1	-9	-3	8	-1	-16
LYPLA1 counter	-4	-3	0	1	2	-3
PAFAH2 inh	8	4	2	-1	3	-1

(49) CC1=C(C(=O)Nc2ccccc2)C(c2ccncc2)n2nnnc2N1 (centres undefined)
(50) CCOC(=O)n1c(SCC(N)=O)nc2ccccc21
(51) Cc1cc(-n2c(=O)c(C#N)cc3c(=O)n4cccc(C)c4nc32)no1
(52) Cc1cc(C)nc(NC(=O)c2cccc(Br)c2)n1
(53) Cc1cc(C)n2nc(-c3ccccc3)c(-c3ccccc3)c2n1
(54) CCn1c(CCC(=O)Nc2cc(F)ccc2C)nc2cc(S(=O)(=O)N(C)C)ccc21
Screen / compound no.	49	50	51	52	53	54
GSTO1 counter	-2	11	-2	2	0	1
pPAFAH inh	-1	5	-5	1	7	1
PAD4 inh	-3	3	5	-1	1	-6
PAFAH1B3 FP inh	4	11	2	4	5	4
PAFAH1B2 FP inh	-3	5	0	2	1	6
LYPLA2 counter	6	2	0	-1	-5	5
PREPL inhibitor	21	6	-4	2	-4	14
LYPLA1 counter	3	-1	0	-1	1	3
PAFAH2 inh	-1	-2	8	5	7	7

(55) CSc1nc2nc(-c3cccc(C(F)(F)F)c3)ccn2n1
(56) COc1ccc(CNC(=O)C(CCSC)NS(=O)(=O)c2ccccc2F)cc1 (centres undefined)
(57) O=C(CSc1ccccc1)Nc1nnc(C2CC2)s1
(58) O=C(CNC(=O)c1ccc(S(=O)(=O)N2CCCC2)cc1)N/N=C/c1ccc(Cl)cc1
(59) Cc1ccsc1-c1nc(-c2ccccc2)c(-c2ccccc2)[nH]1
(60) Cc1ccc(NS(=O)(=O)c2cccc(C(=O)NCCCN3CCOCC3)c2)cc1
(61) Cc1sc2nc(CSc3nnc(Cc4cccs4)n3C3CCCCC3)[nH]c(=O)c2c1C
Screen / compound no.	55	56	57	58	59	60	61
GSTO1 counter	2	7	2	2	0	-4	-5
pPAFAH inh	1	3	4	0	5	34*	6
PAD4 inh	-2	1	-6	1	-2	0	1
PAFAH1B3 FP inh	2	5	3	7	7	-1	0
PAFAH1B2 FP inh	2	5	2	5	7	1	0
LYPLA2 counter	1	4	-1	6	-2	-3	-6
PREPL inhibitor	20	2	8	-6	14	-7	10
LYPLA1 counter	-3	-2	1	-2	-1	-2	2
PAFAH2 inh	-2	-1	3	-3	-10	10	5

# High-throughput results (PubChem)
